EWS-Fli inh – blocks EWS/Fli oncoprotein-driven transcription. inhibition, % at 12.6 µM. hit rate 0.67% among 350,000. AID 651661. A673 NR0B1-luciferase reporter, viability-normalised;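 active = mean inhibition of at least 50% after viability correction, with every replicate also passing that limit; inconclusive = mean reaches 50% but only one of two replicates passes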;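 also: firefly luciferase signal divided by Alamar Blue viability fluorescence both relative to DMSO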
GSIS activator – primary screen for activators of insulin secretion dependent on glucose, INS-1E cells, GLuc reporter luminescence | INS-1E GLuc reporter insulin secretion, 2-3 h | activation, % at 16.6 µM | AID 743287 | hit rate 0.61% among 370,000;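 active = lowest replicate activation of at least 40%, so every replicate reaches that level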;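 also: 0% = median of neutral control wells and 100% = median of IBMX positive control wells; some compounds called inactive have numbers as strong as hits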
ARNT-TACC3 inh – ARNT/TACC3 interaction disruption; AlphaScreen His-ARNT PAS-B/GST-TACC3 binding, luminescence; TACC3 fragment carries E629A point mutation; inhibition, % at 9.99 µM; hit rate 0.66% among 390,000; AID 623870;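 active = mean inhibition of replicates at least 50% and at least half of replicates each reaching 50%; inconclusive = half or more replicates reach 50% but mean below 50%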;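 also: 0% = complete ARNT plus TACC3 wells and 100% = ARNT alone without TACC3; many hits fall short of the cut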
ERp5 inh – ERp5 (human) disulfide isomerase inhibition; ERp5 insulin aggregation, absorbance 650 nm, 90 min; AID 651711; Q15084; hit rate 0.05% among 350,000; inhibition, % at 9.99 µM;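 active = mean replicate inhibition above about 25%, with every replicate also reaching it, limit read from the data, passing the limit was not always enough; inconclusive = only one of those two criteria met; inactive = neither criterion met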
Target sequence (Q15084 whole entry, looked up): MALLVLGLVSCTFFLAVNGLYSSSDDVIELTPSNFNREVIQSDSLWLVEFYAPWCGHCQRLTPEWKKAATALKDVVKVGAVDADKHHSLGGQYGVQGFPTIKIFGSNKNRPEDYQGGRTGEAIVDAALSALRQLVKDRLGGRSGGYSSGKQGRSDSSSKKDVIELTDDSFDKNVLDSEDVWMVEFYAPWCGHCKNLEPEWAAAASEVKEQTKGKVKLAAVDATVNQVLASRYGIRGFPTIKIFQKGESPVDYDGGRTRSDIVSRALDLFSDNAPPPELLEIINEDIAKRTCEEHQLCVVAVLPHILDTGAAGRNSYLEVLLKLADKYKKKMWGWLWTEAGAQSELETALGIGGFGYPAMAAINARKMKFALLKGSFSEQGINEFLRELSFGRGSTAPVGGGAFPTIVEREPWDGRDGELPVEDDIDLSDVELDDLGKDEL
CFTR F508del cor – correctors of CFTR F508del function in bronchial epithelial cells; AID 720511; CFBE cells, YFP halide quenching; stimulated with forskolin plus potentiator P3; % fluorescence drop versus neutral controls; hit rate 0.36% among 350,000; activity (quench increase), % at 7.58 µM;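 active = mean added fluorescence quench of at least 8% versus neutral control, with both replicates also reaching 8%; inconclusive = only one of the mean or replicate conditions met; inactive = mean below 8% and not both replicates reaching 8%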;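 also: cells transiently co-express mutant CFTR-F508del with the halide-sensitive YFP; corrector assay measuring rescue of mutant channel to the surface after 24 h compound exposure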
Xi reactivation – activators of X-chromosome reactivation in mouse fibroblasts; XiGFP mouse fibroblasts, % GFP-positive cells imaging, 3 d; cells co-treated with 5-aza-dC sensitizer; scaled so ellipticine positive control = 100%; activation, % at 7.58 µM; hit rate 0.055% among 360,000; AID 743238;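 active = mean normalized replicate activation at least 10% and every replicate at or above 10%; inconclusive = only one of the two criteria met; inactive = mean below 10% and not all replicates reach 10%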;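 also: 0% = median of on-plate neutral control wells and 100% = ellipticine 6 µM median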
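Material: XiGFP fibroblasts, SV40-immortalized; Buffer or medium: DMEM containing 5-aza-dC; Compound dosing: single point; Times: 3 days compound exposure.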
DENV2 CPE – inhibitors of DENV2 cytopathic effect; DENV2-infected cells, cytopathic effect rescue, plate reader; CPE inhibition, % at 9.99 µM; hit rate 1.7% among 350,000; in the data active = CPE inhibition above about 20%, passing the limit was not always enough; inconclusive = no clear call, values can overlap the other calls; tested in BHK-21 cells;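 also: 0% = median of neutral control wells and 100% = median of positive control wells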
PAX8 inh HTS – PAX8 transcriptional activity inhibition; inhibition, % at 12.6 µM; AID 652154; RMG-I TPO-luciferase reporter, SteadyGlo, 24 h; hit rate 1.2% among 360,000;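 active = mean replicate inhibition at least 60% with every replicate also reaching 60%; inconclusive = only one of the two criteria is met; inactive = mean below 60% and not all replicates reaching 60%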;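 also: luciferase light reporting Pax8 driven TPO promoter activity; plate controls were median of neutral control wells for no effect and mitoxantrone controls for full effect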
Active calls of the source: *; ? = inconclusive; nt = not tested or not shown; & = joins results of further samples.

SMILES	EWS-Fli inh	GSIS activator	ARNT-TACC3 inh	ERp5 inh	CFTR F508del cor	Xi reactivation	DENV2 CPE	PAX8 inh HTS
Cc1cc(NC(=O)CCC(=O)NNC(=O)c2ccc(C(C)(C)C)cc2)no1	-19	3	3	1	nt	0.2	-3	-33
Cc1cc(C)nc(SCCC(=O)Nc2ccc(F)cc2)n1	-1	-3	-5	4	1.6	0.0	nt	-5
COc1ccc(/C=N/Nc2ncc(C(F)(F)F)cc2Cl)c(OC)c1OC	nt	18	0	nt	nt	-0.1	nt	-9
CC(C)CC(=O)NNC(=O)c1ccc(Cl)cc1	1	10	-7	3	-0.1	0.0	nt	-39
CCCCC(O)(CCCC)C(=O)NN(C(=O)CCl)c1ccccc1	14	7	-5	-5	nt	-0.1	2	-1
CCCC(=O)N1CC2(C1)CN(C(=O)Cc1ccccn1)[C@H](CO)c1[nH]c3cc(OC)ccc3c12	-2	8	nt	-3	-2.0	0.1	-11	nt
Cc1cccc(S(=O)(=O)N2C[C@H](O)COC[C@@H]3O[C@H](CC(=O)Nc4ccc(-c5ccccc5)cc4)CC[C@H]32)c1	8	-8	-1	-2	0.7	0.5	4	?
Cc1ccc(CNC(=O)C(NS(=O)(=O)c2ccc3nc(C)sc3c2)C(C)C)cc1 (stereo not drawn)	-3	4	-4	6	0.4	0.1	13	11
C[C@@H]1CN([C@@H](C)CO)C(=O)c2cccc(NS(=O)(=O)c3cn(C)cn3)c2O[C@H]1CN(C)Cc1ccc(C(=O)O)cc1	1	16	-2	4	-1.2	0.5	3	nt
COc1ccccc1/C=N/OCc1ccc(C#N)cc1	7	nt	-5	0	3.0	0.0	8	17
COc1ccccc1-c1ccccc1[C@H]1[C@H](C#N)N(C(=O)C2CC2)[C@H]1CO	2	17	nt	0	0.3	0.2	-8	1
CCNc1ccc(C(=O)OCC(=O)NCCN2C(=O)CSC2=O)cc1[N+](=O)[O-]	4	6	16	0	2.3	0.3	10	-4
COC(=O)N/N=C(\C)c1ccc(C)c([N+](=O)[O-])c1	nt	4	-6	nt	nt	0.2	nt	-28
NC(=O)c1ccccc1NS(=O)(=O)c1ccc(S(=O)(=O)N2CCCC2)cc1	-3	39	0	-4	-1.2	0.4	4	2
COc1ccc(NC(=S)NC(=O)CC(C)C)c(OC)c1	-24	0	-5	3	-2.3	0.0	-3	-24
COc1cccc(-c2ccc3c(c2)[C@@H]2[C@@H](CCN2C(=O)c2cccc(F)c2)[C@@H](CO)N3)c1	15	-28	-6	-2	0.3	0.5	28*	-6
CCOc1ccc(CCNC(=O)C2CCCN(c3ncnc4c3nc3n4CCCCC3)C2)cc1 (stereo not drawn)	nt	0	4	-5	-1.4	0.0	4	5
CCC(=O)N(C)C[C@H]1Oc2cc(-c3ccncc3)ccc2S(=O)(=O)N([C@H](C)CO)C[C@@H]1C	-3	26	-3	2	-0.7	-1.4	-6	nt
CC1(C)OC(=O)C(=NNc2ccc(C(=O)O)cc2)C(=O)O1	4	21	-2	5	2.6	nt	-1	7
COc1ccc(N2CC(O)=C(c3nc(-c4ccc(F)cc4)cs3)C2=N)cc1Cl	9	-13	-4	6	4.2	-0.1	3	12
O=C1C2(c3ccccc3)CN(CCCO)CC1(c1ccccc1)CN(CCCO)C2	-3	2	-28	-1	0.1	nt	5	nt
O=C(CSc1ncnc2sccc12)Nc1ccc(S(=O)(=O)N2CCOCC2)cc1	-10	-12	29	4	0.8	-0.2	-7	-5
COc1ccc(S(=O)(=O)Nc2c(NC3CCCCC3)c3ccccc3oc2=O)cc1OC	0	-9	0	nt	-0.1	0.1	5	4
CCCCOc1ccc(N2C(=O)CC(NCc3ccncc3)C2=O)cc1 (stereo not drawn)	-3	-13	1	-10	0.1	0.0	-2	-8
CC(C)NC(=O)N1C[C@H]2[C@@H](c3ccccc31)[C@@H](CO)N2Cc1ccc(Cl)cc1	5	-6	2	1	0.4	0.4	4	4

Shown in CSV form: entries from further up.
SMILES,EWS-Fli inh,GSIS activator,ARNT-TACC3 inh,ERp5 inh,CFTR F508del cor,Xi reactivation,DENV2 CPE,PAX8 inh HTS
O=C(CSc1ncnc2sccc12)Nc1ccc(S(=O)(=O)N2CCOCC2)cc1,-10,-12,29,4,0.8,-0.2,-7,-5
COC(=O)N/N=C(\C)c1ccc(C)c([N+](=O)[O-])c1,nt,4,-6,nt,nt,0.2,nt,-28

Following part.
SMILES	EWS-Fli inh	GSIS activator	ARNT-TACC3 inh	ERp5 inh	CFTR F508del cor	Xi reactivation	DENV2 CPE	PAX8 inh HTS
O=C1CCCCN1CCCC(=O)N1CCCC(Nc2ccccc2)C1 (stereo not drawn)	13	4	-3	3	-2.7	0.0	12	0
CC(C)NC(=O)Nc1ccc2c(c1)CC(=O)N([C@@H](C)CO)C[C@@H](C)[C@H](CN(C)Cc1ccccc1)O2	1	3	-3	-2	-2.3	0.0	nt	3
CN(C)CCCN(C(=O)c1ccc(S(=O)(=O)N2CCc3ccccc32)cc1)c1nc2ccc(Cl)cc2s1	nt	29	2	9	-0.5	0.2	-3	-21
COCc1cc(N2CCN(C(=O)OC(C)(C)C)C[C@H]2C)ccc1N1CCN(Cc2ccccc2)[C@H](C)C1	25	nt	nt	-1	-5.0	0.8	4	24
CCCNC(=O)N[C@H]1C=C[C@H](CC(=O)NC2CCCCC2)O[C@@H]1CO	0&3	21&25	-1	-2&-7	0.2&0.1	-0.2&0.0	-1&-14	4&6
O=C(Nc1ccccc1)OCc1cncs1	-25	0	-1	0	1.5	0.0	-10	-29
COC(c1ccccc1)c1nnc(CCC(=O)NC2C3CC4CC(C3)CC2C4)o1 (stereo not drawn)	-12	-5	2	-3	0.9	0.1	-5	-11
CCOC(=O)c1c(NC(=O)CSc2ncn[nH]2)sc(C(C)=O)c1C	nt	9	-16	-1	-3.2	0.1	13	-5
C[C@@H]1CN([C@@H](C)CO)C(=O)c2cc(-c3ccc(F)cc3)cnc2O[C@H]1CN(C)C(=O)Cc1ccccn1	-12	14	-7	?	1.8	-0.6	5	-3
O=C(NCCSc1c[nH]c2ccccc12)c1ccc2c(c1)OCO2	19	nt	1	3	1.3	-0.2	?	7
COc1ccccc1/C=N/NC(=O)c1c(-c2ccccc2)noc1C	-4	-15	9	0	-2.0	0.1	-2	-7
Cc1ccc(-n2nnnc2-c2ccccc2Br)cc1	-2	11	nt	-1	0.7	0.2	0	-1
CCOC(=O)C1=C(C)OC(N)=C(C#N)C1c1cccc(C)c1 (stereo not drawn)	-20	5	-8	-3	0.3	0.5	1	3
CSc1ncccc1C(=O)OCC(=O)N(C)Cc1ccc(C)cc1	0	-4	nt	-3	nt	0.1	7	-10
COc1ccc(NC(=O)N(C)C[C@@H]2Oc3c(cccc3N(C)C)C(=O)N([C@@H](C)CO)C[C@H]2C)cc1	-8	14	-5	3	-1.2	-0.8	-6	-25
CN1CCN(c2ccc(CNC(=O)C3Cc4c(-c5ccccc5)ccnc4O3)cc2)CC1 (stereo not drawn)	-7	-6	nt	6	-5.4	0.4	-6	8
O=c1c2cc(Br)ccc2[nH]c(=S)n1Cc1ccccn1	-35	nt	nt	-1	-0.5	0.0	31*	45
CN(CC(=O)Nc1c(Cl)cccc1Cl)C(=O)CCNS(=O)(=O)c1ccccc1C(F)(F)F	5	41	1	-1	1.2	0.3	6	4
N/C(=N\OC(=O)CCC1CCCC1)c1ccncc1	-16	-3	16	0	-0.4	0.0	nt	-16
COc1ccccc1C(=O)Nc1ccc2c(c1)C(=O)N(C)[C@@H]1CC[C@H](CC(=O)NCCc3ccncc3)O[C@@H]1CO2	0	-5	-5	0	nt	0.0	0	-8
C[C@@H]1CN([C@@H](C)CO)S(=O)(=O)c2ccc(C#CC3CC3)cc2O[C@@H]1CN(C)C(=O)CN(C)C	6	3	-1	10	-1.4	0.1	-1	nt
Cc1nn(C(=O)c2cc([N+](=O)[O-])ccc2Cl)c(C)c1Br	8	-3	13	2	1.4	0.0	-9	-2
O=C(COC(=O)/C=C/c1ccc(S(=O)(=O)N2CCc3ccccc32)cc1)NC1CCS(=O)(=O)C1 (stereo not drawn)	-6	-11	0	-3	0.5	0.0	-5	1
COc1ccc(NC(=O)CS(=O)c2ccc(Cl)c(Cl)c2)cc1 (stereo not drawn)	-3	8	-10	2	-0.1	-0.1	-6	3
CCN(CC)CCNC(=O)c1ccc(NC(=O)c2ccc(S(=O)(=O)N(C)c3ccccc3OC)cc2)cc1	8	-9	3	-5	0.3	0.1	1	3

Carrying on.
SMILES	EWS-Fli inh	GSIS activator	ARNT-TACC3 inh	ERp5 inh	CFTR F508del cor	Xi reactivation	DENV2 CPE	PAX8 inh HTS
Cc1cccc(OCC(O)CN2CCNCC2)c1 (stereo not drawn)	1	18	5	7	-0.9	0.2	-1	5
CC1(C)CC(=O)c2sc(NS(=O)(=O)c3ccccc3)nc2C1	-7	1	0	6	nt	0.1	6	2
CNS(=O)(=O)c1cccc(C(=O)OCC(=O)Nc2ccc(Cl)cn2)c1	2	-3	3	2	-0.7	0.9	2	-6
CC(=O)Nc1cccc(/C(C)=N/NC(=O)c2ccc(O)cc2)c1	-8	-31	29	-4	-0.2	0.2	0	5
CCC(=O)N1CC2(C1)CN(Cc1nccs1)[C@H](CO)c1c2c2ccc(OC)cc2n1C	-4	8	nt	-5	-0.1	1.6	4	11
CCOC(=O)C1=C(C)NC(C)=C(C(=O)OCC)C1c1ccccn1	6	-22	-4	1	-0.7	-0.1	?	-15
C[C@H]1CN([C@@H](C)CO)C(=O)c2cc(NC(=O)C3CC3)ccc2O[C@H]1CN(C)Cc1ccccc1	-6	7	-5	2	0.7	0.0	3	-4
O=C(CCOc1ccccc1)Nc1nnc(-c2ccc3c(c2)OCCO3)o1	5	nt	-3	-7	-0.6	0.0	2	-12
CC1CCCN(C(=O)Cc2cn(Cc3cccc(Cl)c3)c3ccccc23)C1 (stereo not drawn)	21	-6	-5	4	1.0	-0.1	-1	64*
CC1CCCC(NC(=O)COC(=O)COc2ccccc2Cl)C1C (stereo not drawn)	-6	-1	-4	4	4.1	0.5	-10	-13
CC(C)(C)S(=O)(=O)N1Cc2cc(=O)n(Cc3ccccc3)c(CCO)c2[C@H]1CCO	2	0	-8	0	-1.1	0.2	17	-20
C[C@H]1CN([C@@H](C)CO)C(=O)Cc2cc(NS(=O)(=O)c3cccs3)ccc2O[C@H]1CN(C)C(=O)Nc1ccc(C(F)(F)F)cc1	-3	-11	0	nt	0.7	0.0	2	-5
O=C(NCc1ccccc1)C1(c2cccc(F)c2)CCCC1	3	-15	-21	1	-0.2	-0.1	4	6
CN1CCN(/N=C/c2ccc(OCc3ccccc3)cc2)CC1	-98	4	12	4	-0.4	0.0	23*	-155
CO[C@@H]1CN(C)C(=O)c2cc(NC(=O)Nc3ccccc3)ccc2OC[C@H](C)NC[C@H]1C	14	-6	-9	2	nt	0.0	4	-2
FC(F)(F)Sc1ccc(NC(=S)NCc2ccccc2)cc1	6	nt	-7	-4	-1.4	0.2	-8	10
Cc1ccccc1S(=O)(=O)N[C@@H]1CC[C@H](CCn2cc(-c3ccccc3)nn2)O[C@H]1CO	8	-7	-3	1	-2.9	0.5	6	3
O=C(NCCS(=O)(=O)N1CCN(c2ccccc2F)CC1)c1ccco1	-5	18	0	-8	-1.1	-0.1	-6	nt
COC(=O)C1Cc2ccccc2CN1S(=O)(=O)c1ccc(F)cc1 (stereo not drawn)	13	-12	-3	4	4.4	0.0	4	14
CC(C)CC#Cc1cnc2c(c1)C(=O)N([C@H](C)CO)C[C@H](C)[C@@H](CN(C)S(=O)(=O)c1ccccc1)O2	14	-18	7	-2	-2.1	-0.1	5	-12

Source: PubChem BioAssay
